Screening results as filed in PubChem.
ERp5 block – inhibitors of ERp5-driven insulin aggregation, primary screen, biochemical, turbidity, absorbance 650 nm, single point; 350,000 tested, 0.05% active; 90 min; inhibition, % at 9.99 µM; Protein disulfide-isomerase A6 (Homo sapiens), Q15084;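 active = mean replicate inhibition above about 25%, with every replicate also reaching it, limit read from the data, passing the limit was not always enough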
Target sequence (Q15084 whole entry, looked up): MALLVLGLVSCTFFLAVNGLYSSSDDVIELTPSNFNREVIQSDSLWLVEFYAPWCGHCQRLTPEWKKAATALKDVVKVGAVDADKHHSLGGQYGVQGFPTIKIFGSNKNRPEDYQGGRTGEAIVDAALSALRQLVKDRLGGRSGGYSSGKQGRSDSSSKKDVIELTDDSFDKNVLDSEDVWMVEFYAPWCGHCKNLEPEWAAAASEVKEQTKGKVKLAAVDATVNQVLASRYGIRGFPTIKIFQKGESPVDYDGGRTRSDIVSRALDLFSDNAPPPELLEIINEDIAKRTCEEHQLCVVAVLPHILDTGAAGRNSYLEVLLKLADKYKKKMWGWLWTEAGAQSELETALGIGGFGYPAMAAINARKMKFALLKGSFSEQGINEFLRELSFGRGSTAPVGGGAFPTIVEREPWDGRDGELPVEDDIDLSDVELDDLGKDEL
SIRT5 block – SIRT5 desuccinylase inhibitors, primary screen, biochemical, fluorescence imaging, single point, set 5 | NAD-dependent protein deacylase sirtuin-5, mitochondrial (Homo sapiens), Q9NXA8 | Purified SirT5, succinyl-peptide AMC, trypsin-coupled fluorescence | inhibition, % at 15 µM | 330,000 tested, 1.1% active | AID 652115, 2013; in the data active = inhibition above about 15%
Target sequence (Q9NXA8 whole entry, looked up): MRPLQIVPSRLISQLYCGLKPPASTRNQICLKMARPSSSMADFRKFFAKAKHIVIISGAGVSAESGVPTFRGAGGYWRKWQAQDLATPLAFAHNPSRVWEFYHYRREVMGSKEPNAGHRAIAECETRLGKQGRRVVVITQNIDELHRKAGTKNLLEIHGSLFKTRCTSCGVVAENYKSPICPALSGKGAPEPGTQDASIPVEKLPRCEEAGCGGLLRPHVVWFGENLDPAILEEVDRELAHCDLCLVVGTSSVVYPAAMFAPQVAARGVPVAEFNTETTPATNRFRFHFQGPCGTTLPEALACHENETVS
miR-122 sensor – miR-122 Renilla sensor signal increase in Huh7, primary screen, miR-122 inhibitor project, cell-based, single point, plate reader; Huh7 miR-122 Renilla luciferase sensor, 48 h; neutral wells = 0, positive control = 100; 340,000 tested, 0.3% active; AID 602342, 2012; activation (reporter increase), % at 12.5 µM;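 active = mean replicate activation score at least 90 and every replicate individually at or above 90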;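 also: higher luciferase means less miR-122 activity so hits act as miR-122 inhibitors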
ARNT TACC3 PPI – disruptors of ARNT/TACC3 protein interaction, primary screen, biochemical, AlphaScreen, single concentration; AlphaScreen His-ARNT PAS-B/GST-TACC3 binding, luminescence; TACC3 fragment carries E629A point mutation; inhibition, % at 9.99 µM; 390,000 tested, 0.66% active;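 active = mean inhibition of replicates at least 50% and at least half of replicates each reaching 50%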;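 also: 0% = complete ARNT plus TACC3 wells and 100% = ARNT alone without TACC3; many hits fall short of the cut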
C2C12 statin – suppressors of statin myotoxicity in C2C12 myotubes, primary screen, cell-based, single point, plate reader | C2C12 myotubes + simvastatin, ATP luminescence, 48 h; scaled: DMSO 0, geranylgeraniol control 100 | 330,000 tested, 0.78% active | rescue of ATP level, % at 7.49 µM | AID 602340, 2012;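 active = mean ATP rescue above about 67%, or every replicate alone reaching that limit, limit read from the data, passing the limit was not always enough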;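 also: myotubes were challenged with 10 µM simvastatin during compound exposure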
esBAF inh – Bmi1 luciferase reporter increase in mESCs, primary screen, esBAF inhibitor project, mouse ES cells, Bmi1 luciferase knock-in, single point | 24 h; 100% = twice the neutral-well signal | reporter increase, % at 12.5 µM | 350,000 tested, 2% active | AID 602393, 2012; in the data active = activation above about 40%;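 also: 0% = median of the plate's neutral control wells and 100% = double that signal; a rise in the Bmi1 reporter signal indicates esBAF inhibition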
Cneo AK release – Cryptococcus neoformans cell lysis inducers, primary screen, AK release luminescence, single concentration | 360,000 tested, 0.2% active | C. neoformans lysis, adenylate kinase release luminescence, 4 h; normalised: neutral wells 0, clomiphene wells 100 | AID 651654, 2012 | lysis activity, % at 15 µM;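 active = mean lysis activity across replicates of at least 80%, whatever share of replicates individually reach that level; inactive = mean lysis activity below 80%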
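Assay system: Cryptococcus neoformans yeast cells / Dosing: single-point compound dose / Timing: 4 h at 37 °C static, read 1 h later / Measured by: luminescence of released adenylate kinase using an AK detection reagent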
* = called active by the depositor; · = not tested or not shown; [ ] = another dose, or the depositor's remark.

Order of values: ERp5 block	miR-122 sensor	Cneo AK release	C2C12 statin	SIRT5 block	esBAF inh	ARNT TACC3 PPI
COC(=O)c1c(C)c(C)nc(N)c1C#N
 : ·	4	0	-1	·	3	-2
COCCNC(=O)CN(Cc1ccccc1)C(=O)CCC(=O)Nc1nccs1
 : -8	-7	0	0	0	2	-1
Cc1cccn2c(=O)nc(SCC(=O)N3CC(C)OC(C)C3)nc12 (configuration not stated)
 : -2	-7	0	2	-1	0	0
O=S(=O)(N/N=C\C=C\c1ccccc1)c1ccc(Br)cc1
 : ·	7	2	8	·	-4	13
C[C@H](CO)N1C[C@H](C)[C@H](CN(C)CC2CC2)Oc2ccc(NS(C)(=O)=O)cc2CC1=O
 : 3	8[16.7 µM]	-10	-4	6	-4	-4
CC(C)(C)c1cc[n+](C2=C([O-])c3ccccc3C(=O)/C2=N\S(=O)(=O)c2ccccc2)cc1
 : 4	5	1	·	1	·	·
Cc1ccc2[nH]c(=O)c(CC(=O)O)c(-c3ccccc3)c2c1
 : 0	0	3	1	-1	2	-1
Cc1ccc(/C=N/NC(=O)NC2CCCCC2)o1
 : -2	-3	·	·	-2	·	-6
Cc1c(C(=O)NCc2ccccc2)sc(=O)n1Cc1ccccc1F
 : -2	·	0	32	·	-6	·
COc1ccc(NC(=O)Nc2ccc3c(c2)C(=O)N([C@H](C)CO)C[C@@H](C)[C@@H](CN(C)Cc2ccc4c(c2)OCO4)OCCCC[C@@H](C)O3)cc1
 : -7	0[16.7 µM]	0	·	1	-2	3
CCN(CC(=O)Nc1ccc(NC(C)=O)cc1)C(=O)COc1ccc2ccccc2c1
 : -1	·	·	·	-3	·	-4
Cc1noc(NS(=O)(=O)c2ccc(NC(=O)/C=C/c3ccccc3)cc2)c1C
 : -8	-7	0	-3	4	-5	1
COc1cccc(CN2CCC2(C)C(=O)Nc2cccc3cccnc23)c1F (configuration not stated)
 : -8	21	-1	-2	-8	1	·
O=C(C[C@H]1CC[C@H]2[C@@H](COC[C@H](O)CN2Cc2cccc(C(F)(F)F)c2)O1)NCc1ccc(Cl)cc1
 : 0	2[16.7 µM]	2	31	0	-5	-4
O=C(C[C@@H]1C=C[C@H](NC(=O)Nc2ccc(C(F)(F)F)cc2)[C@H](CO)O1)NCCN1CCCC1
 : 2	·	1	-5	1	-1	-13
COc1cc(NC(=S)Nc2ccc(OC(F)F)cc2)cc(OC)c1
 : 0	31	-2	-24	9	5	-1
COc1ccccc1NC(=O)NC(=O)N(C(C)C)S(C)(=O)=O
 : ·	-4	0	-3	·	-14	-12
COc1cc(OC)cc(-c2noc([C@@H]3O[C@H](CO)[C@H](O)[C@H](O)[C@H]3O)n2)c1
 : -2	-2	0	5	·	7	·
O=C(Nc1cccc(F)c1)Nc1nnc([C@@H]2O[C@H](CO)[C@@H](O)[C@H]2O)s1
 : 2	1	1	2	·	8	·
O=C(COn1nnc2ccc(Cl)cc21)NCc1ccccc1
 : ·	2	-1	-14	·	1	-1
CCS(=O)(=O)N1CCN(C(=O)c2ccccc2)CC1
 : ·	-8	0	-2	·	5	1
O=c1oc2ccccc2cc1-c1ccc(O)cc1
 : 3	·	·	·	2	·	-4
Cc1nn(CC(=O)N(C)C2CCS(=O)(=O)C2)c(C)c1S(=O)(=O)N(C)C (configuration not stated)
 : 0	·	8	3	-1	1	-1
Cc1ccc(C)c(C(C)NC(=O)C2CCCC2)c1 (configuration not stated)
 : -2	·	1	4	-3	-4	1
Oc1ccc2ccccc2c1CN1CCN(c2ccccc2F)CC1
 : 2	·	1	-7	-21	-6	-3
C[C@@H]1CN([C@@H](C)CO)C(=O)c2cccc(NC(=O)Nc3ccc(C(F)(F)F)cc3)c2O[C@@H]1CN(C)Cc1ccc(Oc2ccccc2)cc1
 : -3	-1[16.7 µM]	-2	·	4	0	2
COc1ccc(Cc2nnc(SCC(=O)Nc3c(C)cccc3C)[nH]c2=O)cc1
 : 0	·	2	13	-1	4	8
CN(Cc1nc2ccccc2c(=O)[nH]1)C(=O)c1ccc(NC(=O)CSc2nnnn2C)cc1
 : 0	-6	-1	-7	2	-3	-4
COc1ccccc1CCN=C(N)NS(=O)(=O)c1cc(F)ccc1F
 : -2	·	0	7	-9	6	-3
C[C@H](O)C#Cc1cnc2c(c1)C(=O)N([C@H](C)CO)C[C@H](C)[C@H](CN(C)Cc1ccc(-c3ccccc3)cc1)O2
 : 1	-6[16.7 µM]	0	18	4	2	18

Next section, starting with the last two of the part before.
Order of values: ERp5 block	miR-122 sensor	Cneo AK release	C2C12 statin	SIRT5 block	esBAF inh	ARNT TACC3 PPI
COc1ccccc1CCN=C(N)NS(=O)(=O)c1cc(F)ccc1F
 : -2	·	0	7	-9	6	-3
C[C@H](O)C#Cc1cnc2c(c1)C(=O)N([C@H](C)CO)C[C@H](C)[C@H](CN(C)Cc1ccc(-c3ccccc3)cc1)O2
 : 1	-6[16.7 µM]	0	18	4	2	18
CC(=O)Nc1ccc(NC(=O)c2ccc(OCc3c(C)noc3C)cc2)cc1
 : 0	-8	0	-2	-6	-6	-9
CSc1ccc(/C=N/NC(=O)c2cccs2)cc1
 : 1	-2	-4	·	0	·	0
Cn1cnc([N+](=O)[O-])c1Sc1ccncn1
 : -3	-3	-1	0	-5	9	·
CCN1/C(=C/C(C)=O)Sc2ccc(OC)cc21
 : ·	-6	1	·	·	·	5
C=CCSc1nc2sc(C)c(C)c2c(=O)[nH]1
 : 2	-2	3	-1	·	2	-3
O=C1OCCC1=CN1CCCCC1
 : 3	-9	0	-11	-4	-2	·
CCOc1cc(C2NC(=O)N(C)C(C)=C2[N+](=O)[O-])ccc1OC(C)=O (configuration not stated)
 : -6	2	·	7	3	5	-5
CN1CCN(C(=O)C[C@H]2C[C@@H]3c4cc(NC(=O)CC5CC5)ccc4O[C@@H]3[C@@H](CO)O2)CC1
 : 0	-3[16.7 µM]	-2	1	1	-4	-16
O=P(OCC1CCCO1)(OCC1CCCO1)OCC1CCCO1 (configuration not stated)
 : 0	·	·	·	-2	·	-1
Cc1nc2nc(NC(=O)c3ccco3)[nH]n2c(=O)c1C
 : 2	10	0	-2	1	-14	-5
Cc1ccc(C2C(/C=C3/SC(=S)NC3=O)=C(c3cccs3)Oc3ccccc32)cc1 (configuration not stated)
 : 0	·	·	·	0	·	11
CCOC(=O)C1C(C)=CC(=O)CC1c1ccco1 (configuration not stated)
 : ·	-5	2	5	·	-3	-9
O=C(CSc1ncn[nH]1)N(C1CCCCC1)C1CCCCC1
 : ·	1	-1	-1	·	-5	2
COC(=O)C[C@@H]1CC[C@H]2[C@@H](COc3ccc(NC(=O)Nc4cc(C)cc(C)c4)cc3C(=O)N2C)O1
 : 0	·	1	-9	1	2	0
O=c1oc(CCCO)cc2ccc(C#Cc3ccsc3)cc12
 : 8	0	6	-14	·	67*	1
COCC#Cc1ccc2c(c1)O[C@@H](CN(C)C(C)=O)[C@H](C)CN([C@@H](C)CO)S2(=O)=O
 : 0	8[16.7 µM]	12	·	1	-1	-7
CC1=C(C(N)=O)C(c2ccc(Cl)cc2Cl)n2ncnc2N1 (configuration not stated)
 : ·	5	3	-8	·	-9	-7
C/C(CC(=O)Nc1ccc(N(C)C)cc1)=N\NC(=O)c1ccc(C(C)(C)C)cc1
 : 2	-6	1	19	-2	18	-2
CC(NC(=O)c1cc([N+](=O)[O-])cc([N+](=O)[O-])c1)c1ccc(-n2ccnc2)cc1 (configuration not stated)
 : 4	·	9	-10	-1	1	5
CCC1Nc2ncnc(N3CCc4ccccc4C3)c2N(Cc2ccc(Cl)cc2)C1=O (configuration not stated)
 : 1	-5	1	3	-7	-2	20
CO[C@@H]1CN(C)C(=O)c2cc(NC(=O)C3CCCCC3)ccc2OC[C@H](C)NC[C@H]1C
 : 1	·	0	-1	-1	-4	-11
Cc1ccc(C2=N/C(=C\c3cccc(F)c3)C(=O)O2)cc1
 : 5	·	-1	20	-4	5	-9
COc1ccc(CNC(=O)Cn2cc(C(F)(F)F)ccc2=O)cc1OC
 : 6	·	-1	3	-1	2	-8
O=C1N(Cc2cccc(Cl)c2)C[C@@H]2C[C@@H](c3cccc4cccnc34)N3CCC[C@@]123
 : 0	·	·	·	2	·	-3
Cc1nnc(SCC(=O)Nc2ccc(Cl)cn2)n1Cc1ccccc1
 : ·	3	0	2	·	-7	0
CCCCOCCCNC(=O)c1cccs1
 : ·	-2	0	-5	·	-1	-1
Cc1ccc(CNS(=O)(=O)c2cc(F)ccc2CN2C(=O)c3cccnc3C2=O)o1
 : 1	6	26	-2	1	0	34
O=S(=O)(Cc1ccccc1)N1CCCCN2[C@@H](CO)[C@H](c3ccc(-c4ccc(F)cc4)cc3)[C@@H]2C1
 : ·	10[16.7 µM]	-3	-19	·	-3	7
CC(=O)c1ccc(S(=O)(=O)N2CCN(C(=O)c3cccc(S(=O)(=O)N4CC(C)OC(C)C4)c3)CC2)cc1 (configuration not stated)
 : 2	-9	-1	3	0	-5	-1
CC(OC(=O)C1CC1)C(=O)Nc1cccc(S(=O)(=O)N2CCOCC2)c1 (configuration not stated)
 : 2	4	-1	1	-9	-4	-1
O=[N+]([O-])c1cc([N+](=O)[O-])c(Oc2cccc3c2CCCC3)cc1NN1CCCCC1
 : -3	·	-6	13	-3	8	-6
Cn1c(CCC(N)=O)nnc1SCC(=O)Nc1ccccc1C(=O)NC1CC1
 : -4	·	-1	-6	-1	-5	·
O=C([C@H]1[C@H](CO)[C@H]2Cn3c(ccc(-c4ccncc4)c3=O)[C@H]2N1CCC(F)(F)F)N1CCOCC1
 : 1	2[16.7 µM]	-1	12	-1	-4	·
Cc1ccc(S(=O)(=O)N(C)CC(=O)OCC(=O)N2CC(=O)Nc3ccccc32)cc1
 : 1	·	·	·	-2	·	-3
CCN(CC)c1ccc(/C=C(/C#N)c2nc3ccc(C)cc3[nH]2)c(OC(C)C)c1
 : 19	6	-11	-65	-5	-1	5
O=C(Cc1ccc2c(c1)OCCO2)N/N=C/c1ccco1
 : -3	-3	1	4	-2	10	·
CCN(CC)S(=O)(=O)c1ccc(O)c(C(=O)OCC(=O)N2CCCC2)c1
 : -3	-5	2	12	-3	4	2
CCOC(=O)N1CCN(C(=O)c2cnsn2)CC1
 : ·	-2	2	-6	·	1	-1
C=CCN1CN(S(=O)(=O)c2cccc(Cl)c2)c2nc3ccccc3nc21
 : 1	-7	-2	38	-3	11	6
COc1cc2c(cc1OC)C1CC(=O)C(CC(C)C)CN1CC2 (configuration not stated)
 : -12	·	0	-2	1	-3	-4
CSc1nsc(SC)c1NC(=O)N1CCCC1
 : ·	·	5	7	·	-1	5
CCOc1ccc(-n2c(SC(C)C(=O)OC)nc3c(c2=O)SCC3)cc1 (configuration not stated)
 : ·	-7	0	8	·	7	1

Record cards, as listed above. Screens in order: ERp5 block, miR-122 sensor, Cneo AK release, C2C12 statin, SIRT5 block, esBAF inh, ARNT TACC3 PPI
C=CCSc1nc2sc(C)c(C)c2c(=O)[nH]1 is listed as 2, -2, 3, -1, ·, 2, -3
Cc1ccc(C2C(/C=C3/SC(=S)NC3=O)=C(c3cccs3)Oc3ccccc32)cc1 (configuration not stated) is listed as 0, ·, ·, ·, 0, ·, 11
CSc1nsc(SC)c1NC(=O)N1CCCC1 is listed as ·, ·, 5, 7, ·, -1, 5
Cc1cccn2c(=O)nc(SCC(=O)N3CC(C)OC(C)C3)nc12 (configuration not stated) is listed as -2, -7, 0, 2, -1, 0, 0
C[C@H](CO)N1C[C@H](C)[C@H](CN(C)CC2CC2)Oc2ccc(NS(C)(=O)=O)cc2CC1=O is listed as 3, 8[16.7 µM], -10, -4, 6, -4, -4
